NS3 helicase inh: blocks Hepatitis C virus NS3 helicase unwinding; NS3 helicase DNA unwinding, Cy5 molecular beacon fluorescence; inhibition, % at 10.9 µM; actives 0.56% (n = 290,000); AID 1800;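 active = inhibition above the mean of all tested compounds plus 3 SD, set per campaign, cut at about 35% in these data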;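 note: 0% = DMSO wells and 100% = thioflavine S control wells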
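System: Hepatitis C virus NS3 helicase domain fragment enzyme | Reagent: Annealed dual-labelled DNA beacon duplex, ATP-started | Compound dosing: 10.9 µM single point, 0.8% DMSO | Incubation: 1 h reaction at 25 °C, ATP-initiated | Technique: Cy5 fluorescence | Evaluation: Percent inhibition from t60/t0 fluorescence ratio | Benchmarks: Low DMSO, high thioflavine S at 110 µM | Replication: Singlicate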
FID counter: fluorescent intercalator displacement, NS3 helicase counter-screen; DNA fluorescent intercalator displacement, fluorescence; inhibition, % at 7.9 µM; actives 0.17% (n = 290,000); AID 1845; in the data active = inhibition above about 37%;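 note: 0% = vehicle and 100% = reference compound; higher means more ethidium bromide displaced from hairpin DNA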
IMP-1 inh: inhibitors of Pseudomonas aeruginosa IMP-1 metallo-beta-lactamase; purified IMP-1, nitrocefin hydrolysis, epi-absorbance fluorescence; inhibition, % at 5.6 µM; AID 1556; actives 0.45% (n = 290,000);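 active = inhibition above the mean plus 3 SD of all compounds in the same screening run, cut at about 4.5% in these data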;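 note: 0% = IMP-1 with DMSO and 100% = DMSO wells lacking enzyme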
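System: purified recombinant IMP-1 beta-lactamase. Medium: Zinc- and detergent-supplemented HEPES buffer, pH 7.1. Compound: one 5.6 µM dose […]. Schedule: 15 min preincubation plus 25 min reaction at 25 °C. Technique: Epi-absorbance fluorescence, 480 nm excitation, 530 nm emission.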
V1aR counter: activates human V1a receptor in oxytocin agonist counter-screen. P37288. CHO-V1R cells, Fluo-8 calcium fluorescence, agonist mode; 0% DMSO, 100% 3 nM vasopressin. activation, % at 3 µM. AID 2797. actives 0.25% (n = 320,000);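 active = activation above the mean activation of all tested compounds plus 3 SD, per screening run, cut at about 20% in these data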;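 note: signal is peak over basal fluorescence ratio across a 100 second FLIPR read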
GPR7 antag: antagonists of human GPR7 (neuropeptides B/W receptor 1); P48145; GPR7-expressing cells, fluorescence antagonist assay; inhibition, % at 4.4 µM; actives 1.1% (n = 290,000); AID 1861; in the data active = inhibition above about 16%, passing the limit was not always enough;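 note: cells stimulated with the agonist NPW; 0% = agonist with vehicle and 100% = vehicle without agonist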
Target sequence (P48145 whole entry, looked up): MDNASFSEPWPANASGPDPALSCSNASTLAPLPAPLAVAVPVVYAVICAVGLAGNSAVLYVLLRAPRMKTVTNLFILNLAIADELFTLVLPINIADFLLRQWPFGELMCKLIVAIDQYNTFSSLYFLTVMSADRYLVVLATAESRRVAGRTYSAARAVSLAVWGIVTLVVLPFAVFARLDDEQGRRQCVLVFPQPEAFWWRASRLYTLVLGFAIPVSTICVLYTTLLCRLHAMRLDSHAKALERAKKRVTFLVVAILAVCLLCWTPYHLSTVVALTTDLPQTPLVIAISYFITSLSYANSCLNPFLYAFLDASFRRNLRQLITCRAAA
PHOSPHO1 inh: inhibitors of human PHOSPHO1 phosphatase. Q8TCT1. recombinant PHOSPHO1, absorbance phosphatase assay. inhibition, % at 13.3 µM. actives 1.1% (n = 290,000); in the data active = inhibition above about 60%
GalR3 antag: blocks the human galanin receptor 3; O60755; HEK293 GalR3-CNG cAMP membrane potential fluorescence; galR3 body fused to GalR1 C-terminus; inhibition, % at 3 µM; actives 0.44% (n = 360,000); AID 651719;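 active = inhibition above the screen-wide average plus 3 SD, cut at about 13% in these data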;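 note: forskolin and galanin both at EC90 stimulate the cells; cAMP rise reported by CNG channel membrane potential dye signal; 0% = forskolin plus galanin with DMSO and 100% = forskolin alone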
Target sequence (O60755 1-299 limits assumed): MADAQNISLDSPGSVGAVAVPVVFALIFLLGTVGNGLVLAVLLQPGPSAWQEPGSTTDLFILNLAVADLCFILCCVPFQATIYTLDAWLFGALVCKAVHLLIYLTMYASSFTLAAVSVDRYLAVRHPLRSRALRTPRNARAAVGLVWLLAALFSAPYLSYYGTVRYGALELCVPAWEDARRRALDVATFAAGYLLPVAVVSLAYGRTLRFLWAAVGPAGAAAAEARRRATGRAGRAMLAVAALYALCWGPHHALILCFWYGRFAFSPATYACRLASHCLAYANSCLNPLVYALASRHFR
VIM-2 inh: inhibitors of Pseudomonas aeruginosa VIM-2 metallo-beta-lactamase. purified VIM-2, nitrocefin hydrolysis, epi-absorbance fluorescence. inhibition, % at 5.6 µM. actives 0.89% (n = 290,000). AID 1527;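 active = inhibition above the mean of all tested compounds plus 3 SD, cutoff set per screening run, cut at about 7.5% in these data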;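 note: red hydrolysis product quenches plate fluorescence so inhibitors raise well fluorescence; 0% = enzyme with DMSO and 100% = DMSO without enzyme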
OXTR ag: agonists of human oxytocin receptor; P30559; CHO-OTR cells, Fluo-8 calcium fluorescence; normalized: DMSO 0%, oxytocin 100%; activation, % at 3 µM; actives 0.32% (n = 320,000); AID 2435;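 active = activation above the mean of all tested compounds plus 3 SD, cutoff set per screening run, cut at about 20% in these data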;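 note: peak over basal fluorescence ratio from a 100 s FLIPR kinetic read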
Target sequence (P30559 whole entry, looked up): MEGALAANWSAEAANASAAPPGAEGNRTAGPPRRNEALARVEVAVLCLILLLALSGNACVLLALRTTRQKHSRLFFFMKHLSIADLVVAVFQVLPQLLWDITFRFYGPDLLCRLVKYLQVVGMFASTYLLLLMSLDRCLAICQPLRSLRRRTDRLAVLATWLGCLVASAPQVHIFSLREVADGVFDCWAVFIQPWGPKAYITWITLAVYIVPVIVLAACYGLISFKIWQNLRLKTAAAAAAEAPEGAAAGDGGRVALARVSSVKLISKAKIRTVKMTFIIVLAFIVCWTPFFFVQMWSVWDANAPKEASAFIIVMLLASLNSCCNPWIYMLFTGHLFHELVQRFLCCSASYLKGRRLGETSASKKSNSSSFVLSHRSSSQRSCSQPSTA
Active calls of the source: *; nt = not tested or not shown. Rows are unselected. Share with any hit: about 4.3%.

SMILES | NS3 helicase inh | FID counter | IMP-1 inh | V1aR counter | GPR7 antag | PHOSPHO1 inh | GalR3 antag | VIM-2 inh | OXTR ag
CN(C(=O)CCn1c(=S)oc2ccccc21)C1CCCCC1 | -13.7 | -20.1 | -0.6 | -0.3 | -5.8 | -20.6 | -5.5 | -1.7 | -0.3
Cc1cc(C)nc(NC(=O)c2ccc([N+](=O)[O-])o2)n1 | 7.6 | -1.5 | -3.3 | -0.7 | -1.6 | 1.0 | -2.7 | -4.9 | 0.0
CCN1/C(=C/c2ccc3ccccc3[n+]2CC)C=Cc2ccccc21 | -0.8 | 14.1 | -7.2 | 2.9 | 53.0* | 9.4 | 53.0* | -6.0 | 5.2
Cc1cc(NC(=O)CC(CN(C)S(=O)(=O)c2ccccc2)c2ccccc2)no1 (stereo unspecified) | -9.1 | -19.4 | -2.8 | -0.5 | 16.6 | -14.5 | nt | -2.8 | -1.2
CN(CC(=O)O)S(=O)(=O)c1ccc2c(c1)NC(=O)CC(=O)N2 | -12.0 | 0.5 | -1.4 | 0.9 | 1.6 | 19.5 | 3.0 | -2.3 | -0.5
CC1=C(C)CS(=O)N(S(=O)(=O)c2ccccc2)C1 (stereo unspecified) | 0.7 | 0.1 | -1.5 | 9.8 | 3.2 | 0.3 | -1.6 | -1.9 | 8.7
CC(/C=N/NC(=O)c1ccc(Br)cc1)=C\c1ccccc1 | 0.7 | -8.1 | -1.7 | -0.8 | -9.3 | 11.6 | -4.4 | -1.1 | -1.1
C=CCNCC(=O)N1N=C(c2ccc3ccccc3c2)CC1c1ccc(OC)cc1 (stereo unspecified) | -75.2 | 22.1 | -2.3 | 5.9 | 15.2 | 16.8 | -12.3 | -1.2 | 13.4
Cc1occc1C(=O)NC(C)CCc1ccccc1 (stereo unspecified) | 2.5 | -5.0 | -1.4 | -0.9 | -8.4 | -21.7 | 3.4 | -1.2 | -0.9
N#Cc1c(N2C(=O)c3ccc(C(=O)O)cc3C2=O)sc2c1CCCC2 | 10.5 | -1.5 | -2.3 | 0.2 | -1.5 | 41.1 | -3.5 | -0.6 | 0.3
O=C(O)c1ccc(-c2ccc(Cl)cc2Cl)o1 | 4.2 | -5.9 | -4.6 | -0.3 | 0.1 | -0.3 | -3.0 | -1.2 | 0.6
COc1ccc(/C=C2\SC(=O)N(CCC(=O)NC3CCS(=O)(=O)C3)C2=O)cc1 (stereo unspecified) | 11.6 | -25.1 | -5.4 | 1.5 | -5.8 | 34.4 | -9.2 | -3.3 | -0.2
O=C1c2ccccc2C2(c3ccc(F)cc3)NCCN12 (stereo unspecified) | 5.8 | -5.3 | -1.5 | -0.2 | -2.2 | 34.2 | -2.5 | -1.6 | -2.1
Cc1nc2sc(C(c3ccccc3)N3CCN(C(=O)c4ccco4)CC3)c(O)n2n1 (stereo unspecified) | 4.2 | -20.0 | -1.2 | 0.0 | -5.4 | -4.7 | -1.9 | -1.2 | -0.4
O=C(COC(=O)CNC(=O)c1cccc([N+](=O)[O-])c1)Nc1cccc(S(=O)(=O)N2CCCCC2)c1 | 0.2 | 0.9 | 1.6 | 2.3 | -8.5 | -11.2 | -3.8 | -3.8 | 3.7
CCN(CC)S(=O)(=O)c1ccc(OC)c(NC(=O)CSc2cc(C)ccc2C)c1 | -7.2 | -30.3 | -0.3 | 2.1 | -14.9 | 2.6 | -0.7 | 1.9 | 0.1
C#CCNC(=O)C1=C[C@H](c2ccccc2)[C@@H](CCCO)[C@H](OCC)O1 | -6.1 | -8.2 | -0.8 | 0.3 | -15.9 | 9.3 | -2.0 | -2.3 | 0.4
CC(C)(C)c1ccc(OCC(=O)NNC(=S)NC(=O)c2ccccc2[N+](=O)[O-])c(Br)c1 | 28.9 | -28.4 | -6.0 | -0.4 | -3.5 | -1.8 | -6.8 | -4.2 | -2.7
O=C(COc1ccc(Cl)cc1Cl)N/N=C1\CCCc2ccccc21 | -3.4 | -1.4 | -3.4 | -0.1 | 1.9 | -0.4 | 1.4 | -3.5 | -0.5
CCCC(=O)Nc1ccccc1NC(=O)CCC | 5.5 | -4.4 | -0.4 | -0.2 | -15.1 | 17.3 | -2.7 | -1.2 | -1.0
Cc1ccc(S(=O)(=O)N(CC(=O)N(C)C)c2cccc([N+](=O)[O-])c2)cc1 | 4.5 | -1.7 | -2.6 | -0.5 | -4.8 | 27.7 | -5.8 | -0.9 | -1.4
COC(=O)c1ccc(CSc2nc3ccccc3c(=O)n2CC(C)C)o1 | -13.2 | -15.8 | -1.5 | -0.9 | 2.1 | -1.3 | -1.4 | -1.4 | -1.8
CCOc1ccc(Br)cc1S(=O)(=O)N1CCCC1 | -0.3 | -7.3 | -3.1 | -0.6 | -2.5 | -32.2 | -8.4 | -1.6 | -1.7
CCCN1CN(CCc2ccccc2)CNC1=S | 21.6 | -4.4 | -0.6 | -0.7 | 7.8 | -29.4 | 0.9 | 1.9 | 0.9
COc1ccccc1C(=O)Nc1cc2cc(Cl)ccc2oc1=O | 7.1 | 2.0 | -2.5 | 0.4 | -2.6 | 2.9 | -4.0 | -3.2 | 1.0

3 compounds drawn at random from the list so far, as already listed:
SMILES | NS3 helicase inh | FID counter | IMP-1 inh | V1aR counter | GPR7 antag | PHOSPHO1 inh | GalR3 antag | VIM-2 inh | OXTR ag
O=C(COC(=O)CNC(=O)c1cccc([N+](=O)[O-])c1)Nc1cccc(S(=O)(=O)N2CCCCC2)c1 | 0.2 | 0.9 | 1.6 | 2.3 | -8.5 | -11.2 | -3.8 | -3.8 | 3.7
CN(C(=O)CCn1c(=S)oc2ccccc21)C1CCCCC1 | -13.7 | -20.1 | -0.6 | -0.3 | -5.8 | -20.6 | -5.5 | -1.7 | -0.3
C#CCNC(=O)C1=C[C@H](c2ccccc2)[C@@H](CCCO)[C@H](OCC)O1 | -6.1 | -8.2 | -0.8 | 0.3 | -15.9 | 9.3 | -2.0 | -2.3 | 0.4

(listing goes on)
SMILES | NS3 helicase inh | FID counter | IMP-1 inh | V1aR counter | GPR7 antag | PHOSPHO1 inh | GalR3 antag | VIM-2 inh | OXTR ag
COC(=O)c1ccc(/C=C2\CCn3c2nc2cc(C(=O)O)ccc2c3=O)cc1 | 4.3 | -4.6 | -1.7 | 0.2 | -11.1 | -2.0 | nt | -1.0 | -0.1
CC1CCN(C(=O)C2CCN(S(=O)(=O)c3cccc4cccnc34)CC2)CC1 | 4.2 | -30.9 | -1.3 | 0.4 | -9.4 | -15.9 | -6.0 | -3.6 | 0.7
CN(C)S(=O)(=O)N(CC(=O)N1CCC(Cc2ccccc2)CC1)c1ccccc1 | -4.2 | -13.2 | -1.8 | 0.9 | -4.7 | -18.1 | -1.0 | 0.8 | -0.5
O=C(Cc1c(Cl)cccc1Cl)NCCc1ccc(Cl)cc1 | -7.8 | -1.3 | -2.2 | 0.1 | -8.4 | -2.4 | -7.0 | -1.4 | -2.2
CC1(C)CC(=O)/C(=C(/O)CCCN2C(=O)c3ccccc3C2=O)C(=NC(C)(C)C)C1 | 1.3 | -20.0 | -2.7 | -1.6 | 0.8 | 8.4 | -1.2 | -1.4 | -2.6
CCn1nnc2cc(C(=O)Nc3cc(S(C)(=O)=O)ccc3Cl)ccc21 | 7.0 | -15.1 | -0.8 | 0.3 | -14.4 | 21.2 | -1.5 | 0.2 | 1.5
COc1cc(CNc2ncc(-c3ccc(Br)cc3)n2C)cc(OC)c1OC | -4.2 | 7.5 | -2.6 | 2.7 | -1.2 | -8.2 | -13.2 | -1.9 | -0.3
CC1(C)CC(=O)C2=C(C1)N(CCN1CCOCC1)C1=C(C(=O)CC(C)(C)C1)C2c1ccc(Cl)c([N+](=O)[O-])c1 | 1.3 | -9.7 | -2.1 | -1.1 | 4.5 | -18.3 | -1.0 | -0.7 | -0.8
COc1ccc(NC2=C(C)C(=O)CC2)cc1 | 10.2 | -0.5 | 0.1 | 1.1 | -3.4 | -60.0 | -1.3 | -1.2 | -0.5
Cc1nc(NC(=O)C2CC3CCCC(C2)C3=O)sc1C (stereo unspecified) | -8.1 | -12.1 | -3.1 | 1.0 | -5.8 | 20.1 | 2.3 | -1.7 | 0.4
S=C(Nc1ccc(CN2CCCCC2)cc1)Nc1cccc(Cl)c1Cl | -24.4 | 4.8 | -0.6 | -0.4 | -19.2 | 16.2 | -2.1 | -2.1 | -0.2
Cc1ccn2c(Nc3ccccc3C)c(-c3cccnc3)nc2c1 | -16.8 | -21.7 | -2.7 | 1.1 | -12.6 | 57.1 | -5.5 | -1.3 | -1.9
O=C1C2C3C=CC(CC3)C2C(=O)N1c1ccc(F)cc1 (stereo unspecified) | 10.8 | -4.5 | 1.6 | -0.1 | 4.8 | 23.5 | -7.8 | -1.2 | -0.4
CCCc1nn2c(=O)cc(O)nc2s1 | -0.9 | -22.9 | -3.2 | 1.9 | -8.7 | 10.7 | -0.8 | -2.5 | -0.3
Cc1ccc(C(C)C)c(OCCN2CCc3ccccc3C2)c1 | -56.2 | 7.5 | -2.2 | 0.0 | -13.2 | 13.9 | -11.9 | -1.1 | -2.9
Nn1c(SCc2ccc(F)cc2)nnc1-c1cccnc1 | -6.5 | -2.8 | -2.2 | -1.8 | -8.2 | 23.7 | 3.8 | -1.6 | -0.5
Cc1cc(O)c(C(=O)Nc2cccc(Cl)c2)c(=O)n1C | -2.3 | -0.4 | -1.2 | -0.1 | -10.7 | 22.3 | -7.4 | -1.0 | 2.4
Oc1ccccc1/C=N/n1c(COc2ccccc2)n[nH]c1=S | 19.7 | -26.5 | -1.2 | 1.0 | -2.5 | 32.6 | 0.8 | -4.5 | -0.2
CCN(CC)CCN1C(=O)c2oc3ccccc3c(=O)c2C1c1ccccc1 (stereo unspecified) | -7.2 | 3.4 | -1.8 | 0.7 | 16.4 | 27.2 | nt | -1.0 | -0.1
Cc1ccc(NC(=O)c2ccc(Cn3cc(Br)cn3)o2)cc1 | 0.4 | -11.1 | -3.7 | 5.0 | -18.4 | -10.4 | -4.4 | -3.6 | 1.3
O=C(NCCN1CCOCC1)c1c(F)c(F)c(F)c(F)c1F | -3.3 | -0.9 | -4.0 | -0.8 | -11.3 | -19.7 | -3.7 | -4.4 | 0.5
COCCN(C(=O)CSc1nnc(C)n1-c1ccccc1)c1c(N)n(Cc2ccccc2)c(=O)[nH]c1=O | -16.1 | -14.6 | -2.4 | -0.1 | -6.8 | -1.5 | -0.7 | -1.6 | -0.8
CCOCC(O)CNC(=O)c1ccc(OC2CCN(C(=O)c3cccnc3)CC2)cc1 (stereo unspecified) | 3.9 | -7.5 | -3.1 | 1.7 | -14.0 | 26.8 | -2.6 | -2.0 | 1.5
COc1ccc(OCCC(=O)OCC(=O)NCc2ccc(F)cc2)cc1 | -3.0 | -7.0 | -2.1 | -0.7 | 1.9 | -10.0 | -0.7 | -2.5 | -1.9
CC(=O)Nc1cccc(NC(=O)C2CC3CCC2C3)c1 (stereo unspecified) | -5.0 | -3.4 | -0.4 | 0.6 | -0.8 | -20.8 | 0.1 | -1.6 | -0.1
COC(=O)c1ccc(OC)c(CN2CCCN(Cc3cc(C)ccc3C)S2(=O)=O)c1 | -11.8 | -29.6 | -2.2 | -0.3 | -9.3 | 46.3 | -11.7 | -2.7 | -0.8

Screens: PubChem BioAssay, several laboratories
